# Assay outcomes deposited in PubChem by National Center for Advancing Translational Sciences (NCATS).
# 12-LOX inh: inhibitors of human 12S-lipoxygenase ALOX12; P18054; purified 12hLO, xylenol orange hydroperoxide absorbance; Potency, µM (highest dose often 108 µM), for inactives: at the highest dose activity change, negative = inhibition, usual class: inhibitors; 580,000 tested, 1.1% active; AID 1671190; further: potency means the concentration at half of the fitted maximal effect; on the % scale 0 is the no-effect control and ±100 the full control effect
#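 Purified human 12hLO at 150 nM in 25 mM Hepes, 0.01% Triton X-100, pH 7.0, preincubated 15 min at room temperature with compound. Reaction started with 40 uM arachidonic acid, 30 min at room temperature. Hydroperoxide measured by Fe-xylenol orange, 573/405 nm absorbance ratio.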
# LDHA inh: inhibitors of human lactate dehydrogenase A; 480,000 tested, 0.15% active; activity change, % (values are at about 110 or 230 µM); purified LDHA, NADH/diaphorase-resazurin fluorescence; hits give low values; in the data active means activity change below about -30%; inconclusive means mostly about -25% to -30%;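 further: plate controls were DMSO wells for no effect and wells without enzyme for full effect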
#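 Human LDH5 (2 nM) was incubated with 0.06 mM NADH and 0.2 mM pyruvate for 5 min at room temperature in Tris pH 7.4. Remaining NADH was coupled through diaphorase/resazurin, and resorufin fluorescence was read at 0 and 20 min.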
# Vif-A3F inh: inhibitors of Vif-A3F interaction; HeLa A3F-eYFP + Vif (tagged APOBEC3F with the HIV-1 protein that degrades it), YFP fluorescence increase; Potency, µM (highest dose often 46.1 µM), without a hit: at the top dose activity, negative = active; 390,000 tested, 0.2% active; further: potency means the concentration at half of the fitted maximal effect; % of control where 0% means no effect; nearly all actives have a fitted effect of over 65% in size
#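 HeLa cells stably expressing A3F-eYFP plus Vif, plated and incubated overnight at 37 deg C, then exposed to compounds overnight at 37 deg C. Blocked degradation read as raised yellow fluorescence (Ex 488/Em 500-530).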
# ERG Ets-DNA blk: blocks human ERG Ets domain binding to DNA | Potency, µM (doses to about 76.9 µM), for the others: at the highest dose FP activity, negative = inhibition, hits mostly inhibitors | fluorescence polarization, His-ERG Ets domain / labelled DNA | P11308 | 370,000 tested, 0.028% active; active means well fitted inhibition curve with a large enough effect in the polarisation, with a control signal flat; inconclusive means small, poorly fitted or top-dose-only effect, or effect the other way, or a change in a side signal; inactive means no such curve, though single readings can be large or run the other way; the % refers to the polarisation;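 further: polarization taken with two DNA probes labelled with fluorescein and Texas red; potency means the concentration at half of the fitted maximal effect; % of control where 0% means no effect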
# Target sequence (P11308 whole entry, looked up, the tested form may be a part): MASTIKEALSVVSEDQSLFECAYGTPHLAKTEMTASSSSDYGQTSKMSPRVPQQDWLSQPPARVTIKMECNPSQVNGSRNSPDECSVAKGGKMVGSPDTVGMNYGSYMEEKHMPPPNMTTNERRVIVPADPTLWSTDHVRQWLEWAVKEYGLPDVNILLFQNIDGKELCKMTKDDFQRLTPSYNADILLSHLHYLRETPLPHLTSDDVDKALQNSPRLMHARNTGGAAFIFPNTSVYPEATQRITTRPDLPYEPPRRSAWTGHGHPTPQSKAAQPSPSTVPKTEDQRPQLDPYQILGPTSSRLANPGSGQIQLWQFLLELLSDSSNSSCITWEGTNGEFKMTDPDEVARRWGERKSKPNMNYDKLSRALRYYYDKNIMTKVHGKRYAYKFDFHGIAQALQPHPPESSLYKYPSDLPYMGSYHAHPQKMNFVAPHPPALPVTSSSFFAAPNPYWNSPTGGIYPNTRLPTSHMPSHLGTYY
#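 His-tagged ERG Ets domain (1 uM in the protein solution; 300mM KCl, 50mM Tris-HCl, 1mM EDTA, 1mM DTT, pH 7.5) received compound, then a probe mix of 5 nM fluorescein-DNA and 100nM Texas-615-DNA. Fluorescence polarization was read for both dyes.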
# D2 ag: activates the human D2 dopamine receptor; AID 485358; activation, % at 2 µM; 340,000 tested, 0.53% active; HEK293 T-REx D2 cells, calcium flux agonist mode;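 active means activation over 3 SD above normal in the single-dose calcium agonist read, cut at about 30% in these data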; further: 0% is about no effect
#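 In this primary screen, compounds producing a positive calcium signal within 180 s of addition to tetracycline-induced, force-coupled HEK293 Trex D2 cells are flagged; cells are dye-loaded with a no-wash calcium kit beforehand.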
# RGS4 inh: human RGS4 inhibition | 390,000 tested, 0.039% active | P49798 | Potency, µM (highest dose often 114 µM), without a hit: top-dose activity change, negative = inhibition, hits mostly inhibitors | Transcreener GDP fluorescence polarization, RGS4-accelerated GTP hydrolysis | AID 504845; further: potency means the concentration at half of the fitted maximal effect; on the % scale 0 is the no-effect control and ±100 the full control effect; nearly all actives have a fitted effect of over 75% in size; some results filed as inactive show a strong effect at the top dose
# Target sequence (P49798 whole entry, looked up): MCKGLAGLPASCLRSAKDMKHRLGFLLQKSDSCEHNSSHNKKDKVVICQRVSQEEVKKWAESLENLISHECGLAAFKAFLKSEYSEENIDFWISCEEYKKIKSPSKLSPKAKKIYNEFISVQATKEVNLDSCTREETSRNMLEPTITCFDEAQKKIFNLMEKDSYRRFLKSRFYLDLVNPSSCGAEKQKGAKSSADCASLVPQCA
#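 MLSMR compounds (23 nl, pin-transferred) preincubated 10 min at room temperature with a 500nM (2x) first reagent, then RGS4 at 900nM (2x) plus Transcreener GDP mix added; fluorescence polarization (620/688 nm) read before and after 90 min at 30 °C.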
# GRP78 ERSR act: inducers of ER stress response in human glioma cells; U87-MG GRP78 promoter luciferase reporter, 16 h; 420,000 tested, 0.02% active; Potency, µM, for the others: top-dose activation, hits mostly activators; further: potency means the concentration at half of the fitted maximal effect; series mostly up to about 76 µM; % of control where 0% means no effect; nearly all actives have a fitted effect of over 35% in size
#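 ERSR induction read as luciferase luminescence (Bright-Glo, 10 min at room temperature) in stably transfected human U87-MG glioma cells exposed to compounds for 16 h, using GRP78 as sensor.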
# D2 antagonist: antagonizes the human D2 dopamine receptor. 340,000 tested, 2% active. HEK293 TREx D2 cells, calcium flux, dopamine EC80. inhibition, % at 10 µM. P14416; in the data active means inhibition above about 30%; further: 0% is about no effect
#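 Measurement of antagonist activity uses fluorescent calcium dye in inducible HEK293 T-REx D2 cells: 10 s baseline, compound addition with 180 s read, EC80 dopamine addition with a further 180 s read.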
# Vif-APOBEC3G blk: Vif-A3G binding inhibition; Q9HC16; HeLa A3G-eYFP + Vif (tagged APOBEC3G with the HIV-1 protein that degrades it), YFP fluorescence, overnight; Potency, µM (doses to about 46.1 µM), for inactives: at the highest dose activity, negative = active, usual class: inhibitors; 410,000 tested, 0.076% active;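 further: potency means the concentration at half of the fitted maximal effect; on the % scale 0 is the no-effect control and ±100 the full control effect; nearly all actives have a fitted effect of over 60% in size; hits raise eYFP signal because A3G escapes Vif-driven loss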
# Target sequence (Q9HC16 whole entry, looked up): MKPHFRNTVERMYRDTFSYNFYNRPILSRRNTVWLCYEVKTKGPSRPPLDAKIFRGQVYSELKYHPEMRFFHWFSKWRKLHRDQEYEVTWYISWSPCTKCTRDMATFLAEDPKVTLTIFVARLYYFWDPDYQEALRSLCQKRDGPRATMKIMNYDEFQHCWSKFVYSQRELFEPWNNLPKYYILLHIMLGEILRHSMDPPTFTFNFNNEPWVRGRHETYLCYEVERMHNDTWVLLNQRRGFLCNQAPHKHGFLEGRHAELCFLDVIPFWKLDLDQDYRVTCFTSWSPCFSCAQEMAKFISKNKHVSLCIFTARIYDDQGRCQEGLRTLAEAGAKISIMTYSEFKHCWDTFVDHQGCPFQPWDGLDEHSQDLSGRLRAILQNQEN
#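 HeLa cells stably expressing Vif and C-terminally eYFP-tagged A3G, seeded overnight at 37 deg C, then exposed to compound by pintool overnight at 37 deg C. Rise in yellow fluorescence (Ex 488/Em 500-530, Acumen) marks blocked Vif-driven A3G degradation.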
# Starred values were filed as active, the others as inactive; ? = inconclusive; . = not tested or not shown; & = joins results of further samples; [ ] = remark or other dose. Unless noted, the call rests on the fitted dose curve; in most records, active means well fitted curve in the direction sought with a large enough effect; inconclusive means small, poorly fitted or top-dose-only effect, or another doubt; inactive means no such curve, though single readings can be large; an effect the other way counts as inactive or inconclusive.
nr	SMILES	12-LOX inh	LDHA inh	Vif-A3F inh	ERG Ets-DNA blk	D2 ag	RGS4 inh	GRP78 ERSR act	D2 antagonist	Vif-APOBEC3G blk
1	COc1ccc(CNCCc2c[nH]c3ccccc23)cc1OC	?	-13&0	6%	-5%	4.6	-16%	-5%	23	1%
2	N#CC(CCN1CCOCC1)(c1ccccc1)c1ccccc1	10%	-11	7%	7%	0.8	-29%	-4%	8	-1%
3	c1ccc2c(c1)OCC(C1=NCCN1)O2 (stereo not drawn)	4%	-4	0%	-8%	0.8	-5%[56.9 µM]	-10%&-5%&-12%	24	-8%
4	COc1cc(/C=C2/C(=O)NC(=O)N(c3ccccc3)C2=O)ccc1O	-28%	10	4%	.	0.1	?	0%	1	1%
5	CCCC[N+]12C3C[C@H](C4[C@H](O)[C@]5(C[C@@H]41)c1ccccc1N(C)[C@@H]35)[C@H](CC)[C@H]2O (stereo partly drawn)	?	-3	-9%	9%	-0.2	-28%	-2%	-18	2%
6	CCCCn1c(O)c(C(C)=NCc2cccnc2)c(=O)[nH]c1=O	235%[activator]	-2	14%	6%	-0.2	-1%	-4%	-16	0%
7	COC(=O)C1=CO[C@@H](C)[C@@H]2CN(CCc3c[nH]c4ccccc34)CC[C@H]12	?	0	0%	-4%	.	11%	0%	.	-2%
8	Cc1cc(/C=C2\C(=O)NC(=O)N(c3cccc(F)c3)C2=O)c(C)n1-c1cc(C(=O)O)cc(C(=O)O)c1	?	0	0%	11%	0.0	?	0%	10	3%
9	COC(=O)C1C2c3ccccc3OC1(C)N=c1s/c(=C/c3cnn(C)c3)c(=O)n12 (stereo not drawn)	-4%	-3	3%	7%	-0.4	-10%	-2%	-10	-1%
10	O=C1NC2C(=CC(O)C(O)C2O)c2cc3c(cc21)OCO3 (stereo not drawn)	8%	9	4%	-2%	.	-19%	-2%	.	-6%
11	CCC1=C(C)C(N2CCOCC2)=NP(N2CCOCC2)(N2CCOCC2)=N1	-18%	-6	.	-2%	1.3	-8%	-1%	-6	0%
12	CCCCn1nnnc1C(CCSC)N1CCC(n2c(=O)[nH]c3ccccc32)CC1 (stereo not drawn)	3%	-6	.	.	.	.	-5%	.	-3%

# Next part (7 carried over from the part before).
nr	SMILES	12-LOX inh	LDHA inh	Vif-A3F inh	ERG Ets-DNA blk	D2 ag	RGS4 inh	GRP78 ERSR act	D2 antagonist	Vif-APOBEC3G blk
6	CCCCn1c(O)c(C(C)=NCc2cccnc2)c(=O)[nH]c1=O	235%[activator]	-2	14%	6%	-0.2	-1%	-4%	-16	0%
7	COC(=O)C1=CO[C@@H](C)[C@@H]2CN(CCc3c[nH]c4ccccc34)CC[C@H]12	?	0	0%	-4%	.	11%	0%	.	-2%
8	Cc1cc(/C=C2\C(=O)NC(=O)N(c3cccc(F)c3)C2=O)c(C)n1-c1cc(C(=O)O)cc(C(=O)O)c1	?	0	0%	11%	0.0	?	0%	10	3%
9	COC(=O)C1C2c3ccccc3OC1(C)N=c1s/c(=C/c3cnn(C)c3)c(=O)n12 (stereo not drawn)	-4%	-3	3%	7%	-0.4	-10%	-2%	-10	-1%
10	O=C1NC2C(=CC(O)C(O)C2O)c2cc3c(cc21)OCO3 (stereo not drawn)	8%	9	4%	-2%	.	-19%	-2%	.	-6%
11	CCC1=C(C)C(N2CCOCC2)=NP(N2CCOCC2)(N2CCOCC2)=N1	-18%	-6	.	-2%	1.3	-8%	-1%	-6	0%
12	CCCCn1nnnc1C(CCSC)N1CCC(n2c(=O)[nH]c3ccccc32)CC1 (stereo not drawn)	3%	-6	.	.	.	.	-5%	.	-3%
13	C[C@]12CC[C@@H](O)CC1=CC(=O)C1C2CC[C@]2(C)C(=O)[C@H](O)CC12 (stereo partly drawn)	23%	1	0%	.	.	.	-4%	.	1%
14	O=C(COC(=O)Cc1ccccc1)Nc1ccc(SC(F)F)cc1	0%	-2	-1%	-2%	-0.6	-3%	1%	18	0%
15	CCOc1cc2c(cc1OCC)-n1cccc1C(c1ccccc1F)NC2 (stereo not drawn)	0%	0	6%	-1%	-0.4	14%	-3%	-11	-9%
16	Cc1ccc2c(c1)C1CN(C)CCC1N2C(=O)CCCN1C(=O)c2cccc3cccc(c23)C1=O (stereo not drawn)	-28%	3	-4%	-5%	0.1	-7%	-6%	-18	-1%
17	CCOC(=O)c1c(/N=C/c2c(O)n(-c3ccccc3F)c(=S)[nH]c2=O)sc2c1CCCC2	?	-1	.	-3%	0.4	?	-4%	-13	-5%
18	CC(C)C(=O)Nc1nnc(CCN(CCc2nnc(NC(=O)C(C)C)s2)[N+](=O)[O-])s1	?	-10	10%	-3%	0.0	2%	-4%	5	1%
19	O=[N+]([O-])/C=C1/NCCN1Cc1ccc(Cl)nc1	-3%	-11	-18%	-5%	-1.1	25%	6%	-14	1%
20	Cc1cccc2c(CCN)c[nH]c12	3%&0%	7&-1	1%	33%[activator]	.	8%	-5%	.	1%
21	Cc1ccc(C(=O)C2CN3CCC2CC3)cc1 (stereo not drawn)	450%[activator]	-1	.	13%	-0.5	6%	-2%	-11	1%
22	CCN(CC(=O)Nc1ccc(C#N)c(Cl)c1)CC(=O)NC(C)(C)C	-3%	5	3%	-5%	0.7	-6%	0%	15	4%
23	Cn1c(O)c(C=NCCCC(=O)O)c(=O)n(C)c1=O	0%	-3	-2%	-2%	0.2	18%	-1%	-3	1%
24	CCCS(=O)(=O)N1CCCC(C(=O)N2CCC3(CC2)OCCO3)C1 (stereo not drawn)	401%[activator]	-4	-6%	0%	0.5	-3%	-3%	5	0%
25	CCOC(=O)c1cccc(-[n+]2c(-c3ccccc3)cc(-c3ccccc3)cc2-c2ccccc2)c1	-20%	0	3%	-4%	7.9	-9%	-5%	17	1%
26	CCOC(=O)C1(CCc2ccccc2)CCN(Cc2csc(C(C)=O)c2)CC1	-11%	1	-1%	15%	0.5	-38%	-4%	-19	-1%
27	COc1ccc(NC(=O)CN2C(=O)C(C)N=C(c3ccccc3F)c3cc(Cl)ccc32)c(OC)c1 (stereo not drawn)	-16%	2	-8%	-3%	-0.1	-1%	0%	.	-10%
28	CCCCn1c(N)c(N(CC(C)C)C(=O)c2cc(Br)c(Br)s2)c(=O)[nH]c1=O	0%	2	25µM*	1%	.	-19%	0%	.	-20%
29	O=C1N(c2ccc(Cl)cc2)C(c2cccnc2)N2CCCN12 (stereo not drawn)	2%	0	-8%	3%	0.4	7%	4%	18	1%
30	COCCCn1c(N)c(C(=O)Nc2sc3c(c2C(=O)OC)CCCC3)c2nc3ccccc3nc21	-6%	0	0%	.	-0.7	1%	-1%	-4	0%
31	CCOC(=O)c1cc2c(cn1)[C@@H](CCO)NC2	-12%	5	-2%	-1%	.	-11%	-3%	.	0%
32	CCOP(=O)(OCC)C(c1ccccc1)N(C)C=O (stereo not drawn)	8%	-3	5%	-5%	0.8	-12%	-3%	-13	-4%
33	NN=C1C(Cl)=C(Cl)C(Cl)=C1Cl	?	2	?	.	.	.	-1%	.	?
34	Cc1ccc(NC(=S)NCCc2cnc[nH]2)cc1C	1%	-7	5%	5%	0.4	26%	-3%	-37	2%
35	Nc1c(C(=O)OCc2ccccc2)c2nc3ccccc3nc2n1Cc1cccs1	0%	11	5%	4%	-0.2	-4%	0%	-9	0%
36	Cc1ccc2c(c1)C1C[N+](C)(CC(=O)c3ccc(Cl)cc3Cl)CCC1N2C(=O)c1ccc(F)cc1 (stereo not drawn)	?	-5	3%	12%	.	-6%	7%	.	2%
37	CCCCn1c(O)c(C(C)=NCCN2CCOCC2)c(=O)[nH]c1=O	0%	2	-1%	10%	0.6	0%	-3%	-2	1%
38	O=C(Nc1cc(Cl)cc(Cl)c1)N1Cc2ccccc2-n2nncc2C1	-1%	-5	-2%	.	.	.	-1%	.	0%
39	Cc1cc(/C=C2\C(=O)NC(=O)N(c3ccccc3)C2=O)c(C)n1-c1ccc(C(=O)O)c(Cl)c1	?	0	-19%	6%	0.2	-3%	-3%	0	1%
40	O=c1[nH]c(=O)n(-c2ccc(Br)cc2)c(O)c1C=NCCN1CCCCC1	0%	-13	-5%	-12%	1.4	16%	-7%	9	1%
41	CN(C)CCCNCC(=O)Nc1ccc(Cl)cc1C(=O)c1ccccc1	3%	?	-15%	-16%	-0.1	10%	5%	-11	1%
42	COc1cc2c(c(OC)c1OC)-c1ccc(O)cc1C(NC(C)=O)CC2 (stereo not drawn)	-1%	-9	-24%	7%	.	-16%	-4%	.	-62%
43	Cc1ccc2c(c1Cl)NC(C(=O)O)C1CC(Sc3ccccc3[N+](=O)[O-])C(Cl)C21 (stereo not drawn)	.	-4	0%	-3%	0.7	-50%[56.9 µM]	-3%	-9	-3%

# As entered above.
# Vif-APOBEC3G blk result of no. 41 is entered as 1%
# LDHA inh result of no. 42 is entered as -9
# Vif-A3F inh result of no. 43 is entered as 0%
# ERG Ets-DNA blk result of no. 39 is entered as 6%
# Vif-A3F inh result of no. 40 is entered as -5%
# GRP78 ERSR act result of no. 37 is entered as -3%
# 12-LOX inh result of no. 38 is entered as -1%

# The list is partial (hit frequency here may not be typical).
